Source: PubChem
DENV2 CPE rescue: DENV2-induced cell death inhibition; DENV2-infected cells, cytopathic effect rescue, plate reader; CPE inhibition, % at 9.99 µM; 350,000 tested, 1.7% active; AID 651640; in the data active means CPE inhibition above about 20%, passing the limit was not always enough; inconclusive means no clear call, values can overlap the other calls; tested in BHK-21 cells;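 further: 0% = median of neutral control wells and 100% = median of positive control wells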
Casp6 inh: inhibitors of human caspase-6; P55212; purified caspase-6, Z-VEID-R110 cleavage fluorescence; inhibition, % at 12.5 µM; 350,000 tested, 0.53% active;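 active means mean inhibition across replicates at least about 35%, with every replicate also reaching that limit, limit read from the data; inconclusive means only one of the two criteria met; inactive means neither criterion met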;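 further: 0% = median of neutral control wells and 100% = no fluorescence left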
Target sequence (P55212 24-179 limits assumed): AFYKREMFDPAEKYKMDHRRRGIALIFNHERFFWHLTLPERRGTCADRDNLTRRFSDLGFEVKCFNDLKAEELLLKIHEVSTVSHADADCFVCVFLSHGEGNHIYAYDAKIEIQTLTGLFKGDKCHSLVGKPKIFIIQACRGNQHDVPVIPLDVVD
Target sequence (P55212 194-293 limits assumed): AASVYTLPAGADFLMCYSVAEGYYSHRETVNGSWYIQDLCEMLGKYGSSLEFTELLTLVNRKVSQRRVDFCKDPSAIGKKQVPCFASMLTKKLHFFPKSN
ARNT-TACC3 inh: disrupts binding between human ARNT and TACC3; Q9Y6A5; AlphaScreen His-ARNT PAS-B/GST-TACC3 binding, luminescence; TACC3 fragment carries E629A point mutation; inhibition, % at 9.99 µM; 390,000 tested, 0.66% active;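 active means mean inhibition of replicates at least 50% and at least half of replicates each reaching 50%; inconclusive means half or more replicates reach 50% but mean below 50%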;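 further: 0% = complete ARNT plus TACC3 wells and 100% = ARNT alone without TACC3; many hits fall short of the cut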
PAX8 reporter: inhibitors of PAX8 transcriptional activity in RMG-I cells; inhibition, % at 12.6 µM; 360,000 tested, 1.2% active; AID 652154; RMG-I TPO-luciferase reporter, SteadyGlo, 24 h;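 active means mean replicate inhibition at least 60% with every replicate also reaching 60%; inconclusive means only one of the two criteria is met; inactive means mean below 60% and not all replicates reaching 60%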;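 further: luciferase light reporting Pax8 driven TPO promoter activity; plate controls were median of neutral control wells for no effect and mitoxantrone controls for full effect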
EWS-Fli block: inhibitors of EWS/Fli oncoprotein transcriptional activity. 350,000 tested, 0.67% active. inhibition, % at 12.6 µM. A673 NR0B1-luciferase reporter, viability-normalised. AID 651661;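 active means mean inhibition of at least 50% after viability correction, with every replicate also passing that limit; inconclusive means mean reaches 50% but only one of two replicates passes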;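 further: firefly luciferase signal divided by Alamar Blue viability fluorescence both relative to DMSO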
SIRT5 inh: sirtuin-5 (human) deacylase inhibition; Purified SirT5, succinyl-peptide AMC, trypsin-coupled fluorescence; Q9NXA8; inhibition, % at 15 µM; AID 652115; 330,000 tested, 1.1% active; in the data active means inhibition above about 15%; inconclusive means no clear call, values can overlap the other calls
Target sequence (Q9NXA8 whole entry, looked up): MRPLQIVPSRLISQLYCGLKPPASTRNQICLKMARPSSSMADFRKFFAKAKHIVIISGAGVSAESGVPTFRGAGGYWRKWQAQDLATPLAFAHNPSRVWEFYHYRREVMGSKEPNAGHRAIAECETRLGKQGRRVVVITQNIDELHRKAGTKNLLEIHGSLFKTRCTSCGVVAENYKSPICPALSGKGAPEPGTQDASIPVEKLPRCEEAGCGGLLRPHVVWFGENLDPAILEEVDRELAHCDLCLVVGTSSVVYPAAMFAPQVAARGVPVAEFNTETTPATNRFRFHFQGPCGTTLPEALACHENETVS
LGR2 antag: Drosophila LGR2 receptor signaling inhibition. 380,000 tested, 0.35% active. HEK293 LGR2, CRE-luciferase, bursicon-stimulated, 4 h. inhibition, % at 9.99 µM;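 active means drop in luminescence signal, shown as inhibition above about 50% in the replicate tests, limit read from the data, passing the limit was not always enough; inconclusive means probably only some replicates passing the limit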;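 further: agonist challenge used bursicon conditioned medium at about half maximal strength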
* hit, by the source's call; ? = inconclusive; . = no result given; & = joins results of further samples.

(1) Cc1noc(C)c1S(=O)(=O)Nc1ccc2c(c1)C(=O)N([C@H](C)CO)C[C@H](C)[C@@H](CN(C)Cc1ccccc1)OCCCC[C@@H](C)O2
(2) COc1cc(NC(=O)[C@@H](Cc2ccccc2)NC(=O)[C@H]2O[C@@H](n3ccc(N)nc3=O)[C@H](O)[C@@H]2O)cc(OC)c1OC
(3) CCOc1c(CNCc2ccc(C(=O)O)cc2)cccc1OC
(4) CCN(c1ccc(OC)cc1)S(=O)(=O)c1nnc(NC(=O)COc2ccccc2)s1
(5) Cc1cc(NC(=O)C2(C)CCN2C(C)C)c2ccccc2n1 (stereo unspecified)
(6) CCOC(=O)C1(C)CCCN(C(=O)c2ccc3ccccc3c2)C1 (stereo unspecified)
(7) O=C(O)C1CC(O)CN1C(=S)Nc1ccccc1 (stereo unspecified)
(8) O=C(NCc1cccnc1)c1cccc(S(=O)(=O)NCc2ccccc2)c1
compound no. | 1 | 2 | 3 | 4 | 5 | 6 | 7 | 8
DENV2 CPE rescue | 0.2 | ? | 2.3 | 5.2 | 2.2 | 3.7 | . | 16.6
Casp6 inh | 2.0 | 0.2 | -1.4 | -2.8 | -4.6 | -3.3 | -0.7 | -170.7
ARNT-TACC3 inh | -0.2 | . | -4.9 | -4.6 | . | . | -1.6 | -1.0
PAX8 reporter | 17.2 | -12.5 | 6.3 | -2.2 | -13.8 | 3.0 | 7.4 | 3.9
EWS-Fli block | 2.2 | -3.0 | 5.0 | 8.5 | 7.9 | -1.7 | 4.7 | 3.2
SIRT5 inh | -0.4 | 1.7 | -2.9 | 4.8 | 0.0 | -2.3 | -1.5 | -7.5
LGR2 antag | 5.5 | -14.9 | 9.2 | -18.7 | -0.9 | -4.2 | . | 8.0

(9) CC(C)(C)C(=O)NC(=S)Nc1ccccc1N1CCCC1
(10) Cc1noc(C)c1S(=O)(=O)Nc1ccc2c(c1)C(=O)N([C@H](C)CO)C[C@H](C)[C@@H](CN(C)C(=O)Nc1ccc(F)cc1)OCCCC[C@@H](C)O2
(11) O=C(O)c1cc(-c2ccc(-c3c(-c4ccc5c(c4)OCO5)noc3-c3ccsc3)cc2)nc2ccccc12
(12) CCC(=O)N1CC[C@@H]2[C@H]1c1cc(-c3ccc(OC)cc3)ccc1N[C@@H]2CO
(13) Cc1ccccc1NC(=O)C(C)N1C(=O)c2ccccc2C1=O (stereo unspecified)
(14) O=C(CSc1nc2ccccc2s1)Nc1ccc(Cl)c(S(=O)(=O)N2CCOCC2)c1
(15) COc1ccc(-c2cn[nH]c2-c2ccc(OC)cc2)cc1
(16) COC(=O)c1ccc(CSC2=NC[C@@H]3[C@@H]4C(=O)N(Cc5ccccc5)C(=O)[C@@H]4[C@](C)(C(=O)OC)N23)cc1
compound no. | 9 | 10 | 11 | 12 | 13 | 14 | 15 | 16
DENV2 CPE rescue | -0.9 | 8.1 | ? | -7.5 | 3.0 | . | 4.9 | 2.5
Casp6 inh | 1.2 | 6.4 | 37.1* | . | 1.3 | . | 2.6 | -1.1
ARNT-TACC3 inh | 15.1 | 0.2 | 2.8 | 0.3 | . | -3.5 | -1.1 | -4.2
PAX8 reporter | -5.5 | -10.0 | -130.2 | 5.0 | -14.7 | 21.2 | -118.3 | -19.0
EWS-Fli block | 19.6 | -1.2 | -100.8 | 4.9 | 8.2 | . | -7.6 | -7.3
SIRT5 inh | -1.6 | -3.2 | 11.3 | . | 3.3 | . | -0.8 | -3.6
LGR2 antag | 4.3 | -2.6 | -78.4 | -8.6 | 3.3 | -0.1 | 8.3 | 1.8

(17) Cc1ccc(NC(=O)CSCC(=O)N(C)CC(=O)Nc2ccccc2C(F)(F)F)cc1
(18) Cc1c(N(C)S(=O)(=O)c2cc(C(=O)Nc3ccccn3)ccc2Cl)c(=O)n(-c2ccccc2)n1C
(19) CC(C)C#Cc1ccc2c(c1)O[C@@H](CN(C)C(=O)c1ccccc1)[C@@H](C)CN([C@@H](C)CO)S2(=O)=O
(20) O=C(C[C@@H]1CC[C@@H]2[C@H](COC[C@H](O)CN2Cc2cccc(F)c2)O1)NCCc1ccncc1
(21) O=C(NC(=S)NC12CC3CC(CC(C3)C1)C2)c1ccc(F)cc1
(22) O=S(=O)(Nc1ccc(N2CCCCC2)cc1)c1ccc(F)cc1F
(23) COc1cccc(C#Cc2ccc([C@@H]3[C@@H](C#N)N(C(=O)C4CC4)[C@@H]3CO)cc2)c1
(24) Cc1c(S(=O)(=O)N2CCN(c3cccc(Cl)c3)CC2)c(=O)n(C)c(=O)n1C
compound no. | 17 | 18 | 19 | 20 | 21 | 22 | 23 | 24
DENV2 CPE rescue | -2.4 | 2.0 | -2.9 | -2.3 | -4.6 | 10.3 | 4.5 | 0.8
Casp6 inh | 1.6 | -0.2 | -6.2 | 1.1 | 0.4 | -3.2 | -3.4 | 1.8
ARNT-TACC3 inh | -3.3 | 2.0 | 5.2 | -14.5 | . | . | -40.6 | -1.4
PAX8 reporter | 4.6 | 24.4 | -11.6 | 4.2 | -219.7 | -12.6 | -3.6 | -15.7
EWS-Fli block | 5.9 | -0.9 | -3.1 | -11.0 | -75.9 | 8.3 | -3.6 | .
SIRT5 inh | -2.1 | -5.6 | 9.5 | -0.1 | . | -5.7 | 1.2 | -2.3
LGR2 antag | 10.7 | -9.6 | -3.7 | -6.8 | -90.4 | . | 6.4 | 2.1

(25) O=C(CCc1c[nH]c2ccccc12)NCc1ccncc1
(26) Cc1cc(C)cc(N(CC(=O)NC2CCCC2)C(=O)c2csnn2)c1
(27) Cc1noc(C)c1S(=O)(=O)Nc1ccc2c(c1)CC(=O)N([C@@H](C)CO)C[C@@H](C)[C@@H](CN(C)C(=O)Nc1ccccc1)O2
(28) COc1ccc2c(ccc[n+]2CC(=O)c2ccccc2)c1
(29) COC(=O)C1(C(=O)OC)C[C@H](/C=C/c2ccccc2)N(Cc2ccccc2OC)[C@@H]1c1cccs1
(30) C[C@H](CO)N1C[C@H](C)[C@@H](CN(C)C)OCc2ccccc2-c2c(n(C)c3ccccc23)C1=O
(31) COc1ccc(NC(=O)N2CCCC2C(=O)NC2CCCC2)cc1 (stereo unspecified)
(32) Cc1cc(C)cc(C(=O)N[C@@H](C)C(=O)N2CCC3(CC2)NCCc2[nH]cnc23)c1
compound no. | 25 | 26 | 27 | 28 | 29 | 30 | 31 | 32
DENV2 CPE rescue | -2.1 | -9.9 | 12.8 | 1.5 | 9.9&-7.5 | 1.2 | 6.6 | 7.6
Casp6 inh | -37.7 | -0.2 | -0.2 | -3.2 | -3.7&-2.2 | 3.4 | 2.2 | -4.9
ARNT-TACC3 inh | -3.8 | -4.1 | . | -0.9 | . | 13.3 | -13.3 | -0.8
PAX8 reporter | 1.6 | 14.1 | . | 23.6 | 19.4&2.6 | -16.3 | -6.9 | 5.9
EWS-Fli block | 13.3 | 8.5 | -3.5 | 8.2 | 10.0&2.3 | -47.4 | -1.4 | .
SIRT5 inh | -0.6 | -4.3 | -4.6 | -3.3 | -2.6 | -2.9 | -1.7 | -5.4
LGR2 antag | 11.9 | 24.4 | -18.0 | -7.4 | 13.9&0.7 | -14.4 | 0.6 | -14.3

(33) O=C(C[C@H]1CC[C@@H]2[C@H](COC[C@@H](O)CN2Cc2nccs2)O1)NCc1ccccc1F
(34) CCC1(C(=O)NC(=Nc2ccccc2)Nc2ccccc2)CCOC1=O (stereo unspecified)
(35) CCN(Cc1ccccc1)S(=O)(=O)c1ccc(C(=O)N(CCCN(C)C)c2nc3cc(OC)ccc3s2)cc1
(36) CCc1ccccc1NC(=O)CCc1c(C)nn(-c2ccc(N3CCOCC3)nn2)c1C
(37) COc1ccc(S(=O)(=O)NNC(=O)C23CC4CC(CC(C4)C2)C3)cc1
(38) CC(C)C[C@@H]1Cc2[nH][nH]c(=O)c2[C@H](C)O1
(39) O=C1C=C(c2cc(F)ccc2F)C[C@@H](c2ccc(F)cc2)C1
(40) O=C(N/N=C/c1ccc2c(c1)OCO2)c1ccccn1
compound no. | 33 | 34 | 35 | 36 | 37 | 38 | 39 | 40
DENV2 CPE rescue | -7.1 | 5.0 | -8.8 | 9.3 | 3.0 | ? | . | -1.0
Casp6 inh | -3.1 | -0.3 | -6.1 | -2.9 | 4.9 | 0.4 | -1.0 | -0.9
ARNT-TACC3 inh | 12.1 | -27.9 | 15.6 | -5.9 | . | . | -1.1 | -21.0
PAX8 reporter | -8.5 | -5.9 | 22.8 | 5.9 | 19.8 | 22.3 | 0.8 | .
EWS-Fli block | 2.4 | -0.1 | 2.5 | . | . | -6.8 | -7.3 | 25.1
SIRT5 inh | 0.2 | -2.2 | -4.9 | 0.3 | 3.0 | -1.4 | . | 0.6
LGR2 antag | -13.4 | -13.0 | 3.2 | -6.0 | 10.7 | 3.6 | -1.7 | ?

(41) CC1CCC/C(=N\NC(=O)Nc2ccccc2)C1 (stereo unspecified)
(42) C/C(=N/NC(=O)CNC(=O)Cc1ccccc1)c1ccco1
(43) C[C@@H]1CN([C@H](C)CO)C(=O)Cc2cc(NC(=O)Nc3cccc4ccccc34)ccc2O[C@H]1CN(C)C(=O)Nc1ccccc1
(44) Cc1noc(C)c1NC(=O)Nc1ccc2c(c1)C(=O)N([C@H](C)CO)C[C@@H](C)[C@H](CN(C)C(=O)Nc1cccc3ccccc13)OCCCC[C@H](C)O2
(45) COc1ccc(NC(=O)N[C@H]2CC[C@H](CCNC(=O)c3ccccc3F)O[C@H]2CO)cc1
(46) CO[C@H]1CN(C)C(=O)c2ccc(NC(=O)Cc3ccccc3)cc2OC[C@H](C)N(CC2CC2)C[C@@H]1C
(47) COc1ccc(/C=N/NC(=O)CNC(=O)COc2ccccc2)cc1
(48) CCOc1ccc(C(=O)NCC(C)NC(=O)c2ccc(OCC)cc2)cc1 (stereo unspecified)
compound no. | 41 | 42 | 43 | 44 | 45 | 46 | 47 | 48
DENV2 CPE rescue | -1.9 | -3.5 | 3.0 | 7.3 | 1.1 | 3.6 | . | 7.1
Casp6 inh | -2.5 | 2.2 | -1.0 | -1.4 | 3.7 | -3.2 | . | 3.8
ARNT-TACC3 inh | -7.3 | -3.3 | 1.4 | . | -4.6 | . | -3.8 | -9.4
PAX8 reporter | -14.9 | 6.5 | -6.5 | 11.7 | -13.4 | . | -7.4 | 0.4
EWS-Fli block | -2.9 | 4.0 | -2.7 | 39.3 | -2.8 | 0.4 | 2.3 | 2.2
SIRT5 inh | 0.0 | -2.9 | 1.3 | -4.1 | -3.9 | 2.8 | . | -5.3
LGR2 antag | -7.1 | 23.6 | -9.8 | 6.4 | -13.7 | 10.6 | -1.4 | -3.2

(49) CCOC(=O)C1(Cc2cccc(OC)c2)CCCN(C(=O)CNC(C)=O)C1 (stereo unspecified)
(50) COc1ccc(Br)c(Cn2c(C)c(C(=O)NCc3ccc4c(c3)OCCO4)sc2=O)c1
(51) O=C(NC1CCCC1)c1cccc2c1C(=O)c1ccc(N3CCCCC3)cc1S2(=O)=O
(52) CC(NC(=O)C(C)N1C(=O)c2ccccc2C1=O)c1ccccc1 (stereo unspecified)
(53) CCC(=O)NC[C@@H]1[C@@H](c2ccc(C3=CCCC3)cc2)[C@@H](CO)N1C(=O)CC
compound no. | 49 | 50 | 51 | 52 | 53
DENV2 CPE rescue | 0.0 | 0.1 | 0.8 | -1.2 | -3.0
Casp6 inh | -0.2 | 0.1 | -6.5 | -4.1 | -2.0
ARNT-TACC3 inh | -30.4 | . | -3.1 | 2.8 | .
PAX8 reporter | -123.1 | 19.8 | -39.6 | -9.1 | .
EWS-Fli block | -77.0 | -0.6 | -22.5 | 3.5 | .
SIRT5 inh | -3.7 | . | 2.4 | -6.4 | 1.8
LGR2 antag | -49.2 | -2.4 | -36.1 | 5.4 | -3.1

Three entries out of the list above, arranged by the value under SIRT5 inh, largest number first:
# | SMILES | Casp6 inh | ARNT-TACC3 inh | SIRT5 inh | LGR2 antag
35 | CCN(Cc1ccccc1)S(=O)(=O)c1ccc(C(=O)N(CCCN(C)C)c2nc3cc(OC)ccc3s2)cc1 | -6.1 | 15.6 | -4.9 | 3.2
32 | Cc1cc(C)cc(C(=O)N[C@@H](C)C(=O)N2CCC3(CC2)NCCc2[nH]cnc23)c1 | -4.9 | -0.8 | -5.4 | -14.3
18 | Cc1c(N(C)S(=O)(=O)c2cc(C(=O)Nc3ccccn3)ccc2Cl)c(=O)n(-c2ccccc2)n1C | -0.2 | 2.0 | -5.6 | -9.6
